# Source: PubChem (National Center for Advancing Translational Sciences (NCATS))
# a7 integrin act – activators of alpha7 integrin expression for muscular dystrophy; alpha7betagal myoblasts, beta-gal FDG fluorescence, 48 h; Potency, µM (top dose mostly 38.3 µM), for inactives: at the highest dose activation, hits mostly activators; 350,000 compounds, 0.064% hits; AID 624291;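 also: potency is read from the fitted curve at half-maximal effect; 100% = response of the positive control SU9516; nearly all actives have a fitted effect of over 60% in size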
#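 alpha7betagal+/- myoblasts (passage 13, 250/well) treated 48 h at 37C with compounds at 1:260 dilution of DMSO stock. Lysed, then beta-galactosidase activity read as FDG fluorescence (ex 480/em 540) after 30 min, with pre-read for autofluorescence.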
# MBNL1 CUG block – blocks human MBNL1 binding to CUG repeat RNA | Q9NR56 | TR-FRET MBNL1-His/biotin-(CUG)12 binding, 665/545 ratio | Potency, µM (series often up to 57.5 µM), without a hit: top-dose activity change, negative = inhibition, most hits filed as inhibitors | 280,000 compounds, 0.036% hits; active = well fitted inhibition curve with a large enough effect in the signal ratio, with a control signal flat, not every such curve was filed as active; inconclusive = small, poorly fitted or top-dose-only effect, or effect the other way, or a change in a side signal; inactive = no such curve, though single readings can be large or run the other way; the % refers to the signal ratio; also: potency is read from the fitted curve at half-maximal effect; % is scaled to controls: 0 for no effect and ±100 for the full control effect
#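 Compounds (final 92 nM to 58 uM) are added to His-tagged MBNL1 and biotin-(CUG)12, then terbium anti-His antibody and streptavidin-XL665 (5 nM final). After 60 min at room temperature, the 665/545 nm ratio is read.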
# KCNH2 3.1 block – KCNH2 3.1 (human) potassium channel inhibition; activity change, % (tested at about 1.8 µM); U2OS KCNH2 3.1, thallium flux FluxOr; active compounds read low; 340,000 compounds, 0.95% hits;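 active = maximum activity change below -70%; inconclusive = maximum activity change from -70% to -50%; inactive = maximum activity change above -50%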;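 also: thallium influx rate constant from kinetic fluorescence after stimulation buffer; % is scaled to controls: 0 for no effect and ±100 for the full control effect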
#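 U2OS cells transduced with KCNH2 3.1 mutant virus (1.77 x 10^8 /mL, 4 h), plated overnight at 37 C, loaded 45 min with FluxOr dye plus Red40 quencher. Thallium flux rate constant from kinetic reads after stimulation buffer, normalised to controls.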
# GALK inh – inhibitors of human galactokinase. Purified GALK, Kinase-Glo residual ATP luminescence. 270,000 compounds, 0.007% hits. AID 1868. P51570. Potency, µM (highest dose often 57.5 µM), without a hit: at the highest dose activity change, negative = inhibition, actives largely listed as inhibitors; also: potency is read from the fitted curve at half-maximal effect; % is scaled to controls: 0 for no effect and ±100 for the full control effect
#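 ATP-depletion format; final 35 uM ATP, 100 uM D-galactose, 5 nM enzyme; pH 8.0 HEPES/Mg2+ buffer; 60 min RT; luminescence read 10 min after detection reagent.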
# A-T KAP1 phos – potential ataxia-telangiectasia treatment; 320,000 compounds, 0.19% hits; AID 485349; […] A-T fibroblasts, KAP-1 phosphorylation AlphaLISA; neocarzinostatin DNA damage 30 min before lysis; Potency, µM (top dose mostly 57.5 µM), without a hit: top-dose activation, hits mostly activators; also: potency is read from the fitted curve at half-maximal effect; % of control where 0% means no effect; nearly all actives have a fitted effect of over 45% in size
#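 ATM-like activity read as KAP-1 phosphorylation via AlphaLISA donor/acceptor antibody pairs after lysis and 6 hr at 25C. Cells were ATM-null patient fibroblasts ([…], hTERT), dosed 60 min, then exposed to the DSB inducer NCS for 30 min.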
# TRPV1 ag – human TRPV1 agonism; Q8NER1; TRPV1-expressing cells, Fluo-8 calcium influx, agonist mode; activation, % at 8.33 µM; 320,000 compounds, 0.19% hits; AID 540275; in the data active = activation above about 80%; inconclusive = between about 30% and that limit; also: 0% is about no effect
# Target sequence (Q8NER1 whole entry, looked up): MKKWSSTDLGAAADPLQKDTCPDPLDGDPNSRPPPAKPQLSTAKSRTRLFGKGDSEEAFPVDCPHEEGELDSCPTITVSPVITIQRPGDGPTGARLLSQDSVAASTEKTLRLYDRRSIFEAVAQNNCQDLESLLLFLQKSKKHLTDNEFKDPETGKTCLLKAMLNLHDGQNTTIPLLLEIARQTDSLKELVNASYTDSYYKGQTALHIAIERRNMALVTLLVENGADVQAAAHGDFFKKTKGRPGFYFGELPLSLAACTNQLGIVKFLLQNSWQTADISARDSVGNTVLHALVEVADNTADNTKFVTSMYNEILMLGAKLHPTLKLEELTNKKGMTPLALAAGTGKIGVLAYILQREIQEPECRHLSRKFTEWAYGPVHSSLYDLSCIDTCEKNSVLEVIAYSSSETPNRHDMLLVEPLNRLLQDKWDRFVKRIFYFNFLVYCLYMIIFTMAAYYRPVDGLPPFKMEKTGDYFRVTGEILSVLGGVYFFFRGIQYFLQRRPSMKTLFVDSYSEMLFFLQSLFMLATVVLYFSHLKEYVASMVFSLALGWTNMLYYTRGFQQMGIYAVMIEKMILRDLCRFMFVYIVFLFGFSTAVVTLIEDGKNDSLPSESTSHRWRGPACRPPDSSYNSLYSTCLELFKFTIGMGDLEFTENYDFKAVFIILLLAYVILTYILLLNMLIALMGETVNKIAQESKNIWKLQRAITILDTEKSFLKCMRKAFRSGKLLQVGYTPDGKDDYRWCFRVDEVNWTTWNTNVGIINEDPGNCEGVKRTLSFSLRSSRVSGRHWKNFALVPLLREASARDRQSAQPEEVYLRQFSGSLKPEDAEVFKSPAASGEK
#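 TRPV1-expressing cells were cultured overnight at 35.5C and loaded with Fluo-8 calcium dye for 40 to 90 min at room temperature. After a 10 s baseline, compound was added and calcium influx was read kinetically for 3 min (ex 480/em 520 nm).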
# CXXC DNA block – inhibitors of human MLL CXXC domain-DNA interaction; MLL-CXXC / FITC-HOXA9 DNA fluorescence polarization; Potency, µM (titrated, usually from 115 µM), inactives show at the highest dose activity change, negative = inhibition, usual class: inhibitors; 290,000 compounds, 0.037% hits; active = well fitted inhibition curve with a large enough effect in the polarisation, with a control signal flat, not every such curve was filed as active; inconclusive = small, poorly fitted or top-dose-only effect, or effect the other way, or a change in a side signal; inactive = no such curve, though single readings can be large or run the other way; the % refers to the polarisation; also: potency is read from the fitted curve at half-maximal effect
#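 Steps: dispense CXXC domain solution (7 uM) → pin compounds or unlabeled HOX-A9 DNA control → 5 min ambient → add FLSN-HOX-A9 solution (50 nM) → spin → 30 min ambient → fluorescence polarization. Tris pH 7.5/NaCl/DTT/BSA buffer.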
# KCNH2 WT inh – blocks the wildtype human KCNH2 potassium channel; U2OS, BacMam KCNH2, thallium flux FluxOr; active compounds read low; 340,000 compounds, 0.37% hits; activity change, % at 1.84 µM; AID 720551; Q12809;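 active = maximum activity change below -70%; inconclusive = maximum activity change between -70% and -50%; inactive = maximum activity change above -50%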; also: % is scaled to controls: 0 for no effect and ±100 for the full control effect
#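 U2OS cells transduced with wild-type KCNH2 virus are loaded with FluxOr dye for 45 min, and thallium flux is measured in kinetic reads before and after stimulation buffer. Rate constants are normalized to DMSO controls.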
# FBPA coupling cs – counter-screen for Giardia aldolase inhibitors: coupling enzyme system. coupling enzyme system counterscreen, AmpLite Red fluorescence. activity change, negative = inhibition, % at 58.2 µM, hits read low. 290,000 compounds, 0.67% hits. AID 2472; in the data active = activity change below about -30%; also: % is scaled to controls: 0 for no effect and ±100 for the full control effect
#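 Final compound at 57.5 uM, incubated 10 min at RT with coupling enzyme reagent (glyceraldehyde-3-phosphate), then 20 min with substrate and AmpLite Red detection. Fluorescence read at 525/598 nm; tests interference with the coupling assay, not aldolase inhibition.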
# ASM inhibitor – inhibitors of human secretory acid sphingomyelinase. placental ASM, HMU-PC fluorogenic substrate, 60 min. Potency, µM (highest dose often 57.5 µM), for inactives: top-dose activity change, negative = inhibition, hits mostly inhibitors. 340,000 compounds, 0.006% hits; also: potency is read from the fitted curve at half-maximal effect
#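 HMU-PC0 cleavage (9 uM final) by human placental ASM, 60 min at 37 °C following 10 min compound exposure at RT; stopped at pH 10, fluorescence Ex 386/Em 447 nm.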
# * marks the source's active call; other numbers are inactive results; ? = inconclusive; · = no result given; [ ] = another dose, or the depositor's remark. Unless noted, calls follow the shape of the dose curve; as a rule, active = well fitted curve in the direction sought with a large enough effect; inconclusive = small, poorly fitted or top-dose-only effect, or another doubt; inactive = no such curve, though single readings can be large; an effect the other way counts as inactive or inconclusive.
SMILES,a7 integrin act,MBNL1 CUG block,KCNH2 3.1 block,GALK inh,A-T KAP1 phos,TRPV1 ag,CXXC DNA block,KCNH2 WT inh,FBPA coupling cs,ASM inhibitor
CC1=C(c2ccc(C(C)C)cc2)S(=O)(=O)N=C1N1CCN(C(=O)c2ccco2)CC1,8%,33%[activator],-10,-3%,4%,2,4%,3,·,18%
O=C(CSc1ccc(F)cc1)N1CCC(c2nc3ccccc3s2)CC1,1%,-4%,-11,-1%,13%,-1,10%,0,1,-1%
O=C1CC(O)(C(F)(F)F)Oc2c1ccc1ccccc21 (configuration not stated),-10%,3%,-9,-3%,-3%,14,-17%,-2,3,-3%
Cc1cc(O)c(NC(=S)NC(=O)c2ccc(-c3ccc(Cl)cc3)o2)cc1C,-41%,-7%,2,1%,?,3,5%,4,-2,-19%
N#Cc1ccccc1OCC(=O)NNC(=O)CCC1CCCC1,11%,·,9,·,0%,·,·,-4,·,0%
O=c1[nH]c2ccccc2c(=O)n1Cc1ccco1,3%,3%,-3,2%,6%,-1,-2%,-9,-1,4%
CC(=O)c1ccc(OCc2cc(C(=O)N3CCCCC3c3cccnc3)no2)cc1 (configuration not stated),-41%,-8%,4,4%,4%,-2,3%,-2,·,2%
CCOC(=O)C12CNC(=O)C(C(=O)OCC)(CNC1=O)C2,-19%,-8%,8,1%,-4%,-3,16%,0,1,0%
COc1cc(NC(=O)c2nn(C)c3c2CS(=O)(=O)c2ccccc2-3)cc(OC)c1,?,2%,-3,1%,5%,1,8%,11,0,-7%
CCc1ccc(-c2cc(C)no2)cc1S(=O)(=O)N1CC(=O)Nc2ccccc21,-43%,0%,-2,-1%,7%,2,3%,-4,3,-1%
O=S(=O)(c1cccc(NC(=S)N2CCN(c3cccc(Cl)c3)CC2)c1)C(F)F,-29%,-12%,13,-2%,10%,3,13%,5,-6,-12%
CCOc1ccc(C(=O)NCc2ccccc2OC)cc1,4%,-18%,-20,2%,1%,-6,-5%,2,3,2%
O=C(COC(=O)C1CCC1)NCCc1ccc(Cl)cc1Cl,-15%,-1%,-13,-2%,3%,-3,-19%,4,·,-1%
CC(C)(C)SCCNC(=O)CN(c1ccc(F)c(Cl)c1)S(C)(=O)=O,-3%[7.66 µM],-9%,7,·,-3%,3,-1%,-2,4,24%
CCc1nnc(NS(=O)(=O)c2ccc(NC(=S)NC(=O)c3ccncc3)cc2)s1,40%,-2%,13,0%,-2%,-1,4%,0,6,-1%
Cc1ccc(-c2nn(-c3ccc(F)cc3)cc2C(=O)NC2CCC(O)CC2)cc1 (configuration not stated),-3%,·,-10,·,4%,21,·,-6,·,-3%
Cc1cccc(C)c1N=C1C(=O)Nc2ccccc21,-1%,?,4,-1%,9%,-5,3%,2,-3,-3%
Cc1ccc(C(=O)NCC2CCCO2)o1 (configuration not stated),0%,-8%,26,0%,-1%,-2,-8%,2,0,2%
CCOc1ccc2nc(SCC(=O)N3c4ccccc4Sc4ccccc43)c(C#N)cc2c1,19%,26%,1,1%,5%,5,-9%,1,-1,16%
CC(=O)Nc1ccc2c(c1)C(=O)N(C1CCCCC1)C2=O,0%,0%,-18,-3%,2%,6,3%,10,0,27%
CC(=O)N1CCN(Cc2nc3scc(-c4ccccc4)c3c(=O)[nH]2)CC1,3%,-4%,16,7%,3%,-3,8%,7,3,5%
CC(C)[C@H](NS(=O)(=O)c1ccccc1)C(=O)OCn1nnc2ccccc2c1=O,-2%,10%,0,1%,1%,5,-2%,9,2,-3%
Cc1cc(C)c2c(N)c(C(=O)NNC(=O)c3ccccc3)sc2n1,-22%,?,4,-2%,1%,-1,-7%,-10,-3,9%
O=S(=O)(Nc1cccc(-c2cn3c(n2)SCC3)c1)c1ccccc1,-8%,0%,17,6%,4%,1,16%,10,·,-5%
COc1ccc(N2C(=O)C3CCCN3C2c2ccccc2F)cc1 (configuration not stated),23%,-9%,1,1%,6%,-1,0%,-6,0,0%

# Part of the list above, as tab-separated lines:
Compound	a7 integrin act	MBNL1 CUG block	KCNH2 3.1 block	GALK inh	A-T KAP1 phos	TRPV1 ag	CXXC DNA block	KCNH2 WT inh	FBPA coupling cs	ASM inhibitor
O=S(=O)(Nc1cccc(-c2cn3c(n2)SCC3)c1)c1ccccc1	-8%	0%	17	6%	4%	1	16%	10	·	-5%
COc1ccc(N2C(=O)C3CCCN3C2c2ccccc2F)cc1 (configuration not stated)	23%	-9%	1	1%	6%	-1	0%	-6	0	0%

# Remaining list, next part.
SMILES,a7 integrin act,MBNL1 CUG block,KCNH2 3.1 block,GALK inh,A-T KAP1 phos,TRPV1 ag,CXXC DNA block,KCNH2 WT inh,FBPA coupling cs,ASM inhibitor
CS(=O)(=O)N1CCC(C(=O)O)CC1,22%,-6%,14,0%,·,-11,-5%,-3,6,1%
Cc1nc(N)sc1-c1csc(NCc2ccccc2)n1,-2%,15%,1,-2%,6%,4,15%,-8,-27,-5%
COc1ccccc1C(=O)Nc1nnc(-c2ccc(F)cc2)o1,-3%,2%,4,2%,3%,5,-22%,27,3,-1%
CC(=O)c1ccc(N2CCN(S(=O)(=O)c3csc(C(N)=O)c3)CC2)cc1,-34%,10%,6,-1%,9%,3,26%,-12,·,-2%
Cn1cc(C(=O)C(=O)N2CCCc3ccccc32)c2ccccc21,15%,-2%,5,0%,1%,7,6%,10,-10,-1%
COc1ccc(N2CCN(C(=O)NC3CCCCC3)CC2)cc1,15%,?,-12,-2%,·,1,6%,3,-1,5%
CC(=O)N1CC2(C)CN(C(C)=O)CC(C)(C1)C2O (configuration not stated),-39%,2%,11,0%,0%,1,7%,0,1,2%
COc1ccc(C(=O)Nc2cc(Cl)ccc2OC(=O)c2ccc(OC)cc2)cc1,16%,-12%,18,-1%,10%,3,222%[activator],0,2,-6%
O=C(/C=C/c1ccc([N+](=O)[O-])cc1)OCC(=O)N1CCCCCC1,0%,·,-3,·,-21%,·,·,16,·,-2%
CCN(c1ccccc1)S(=O)(=O)c1cccc(C(=O)Nc2ccc(C)cn2)c1,-3%,-2%,-12,5%,6%,?,21%,-6,·,-3%
Cn1c(=O)oc2cc(S(=O)(=O)NCCN3CCCCCC3)ccc21,-1%,0%,-17,-1%,2%,-3,1%,4,5,2%
CN(CC(=O)NC1CCCC1)S(=O)(=O)c1cccc(Cl)c1,-3%,·,6,·,-5%,·,·,-6,·,-1%
C[C@]12C(=O)N(c3ccc(C(F)(F)F)cc3)C(=O)N1[C@H]1c3ccccc3OC[C@@H]1[C@H]2c1ccccc1,1%,·,10,·,-2%,·,·,-12,·,-7%
CC(NC(=O)CN1C(=O)NC(Cc2ccccc2)(Cc2ccccc2)C1=O)C12CC3CC(CC(C3)C1)C2 (configuration not stated),-49%[inhibitor],4%,-6,3%,2%,0,5%,-28,0,-8%
CC(=O)NNc1cc(C)nc(NS(=O)(=O)c2ccc(C)cc2)n1,16%,-4%,16,8%,2%,0,1%,-12,2,1%
Cc1ccc(CNCC(O)c2ccccc2)s1 (configuration not stated),-8%,4%,1,5%,2%,9,-14%,-11,-5,4%
CCN(CC(=O)Nc1c(F)cccc1F)C(=O)c1ccc(N2CCCC2)c([N+](=O)[O-])c1,-17%,·,-4,·,8%,16,·,-5,·,0%
CC(C)[C@H](NS(=O)(=O)c1ccccc1)C(=O)OCC(=O)N1N=C(c2ccc(Cl)cc2)CC1c1ccco1 (some centres not stated),-40%,?,-75*,0%,-5%,-1,-7%,-13,-2,-5%
Cc1cccc(NC(=O)/C=C/c2ccc(Cl)cc2)n1,12%,18%,-3,0%,1%,3,-9%,4,-5,-1%
CC(C)(C)OC(=O)CNC(=O)c1[nH]cnc1C(=O)N[C@@H](CCCCNC(=O)OC(C)(C)C)C(=O)OC(C)(C)C,36%,0%,13,3%,6%,23,3%,1,-1,7%
C[C@H](CO)N1C[C@H](C)[C@@H](CN(C)C(=O)Nc2ccccc2)Oc2c(NC(=O)Nc3ccccc3)cccc2C1=O,4%,·,-45,·,-3%,·,·,13,·,-7%
COc1ccc(CN(C)C(=O)COC(=O)c2ccc(-c3ccccc3)cc2)c(OC)c1OC,-11%,·,-4,·,5%,0,·,-2,·,-1%
CC(C)[C@H](CN(N=O)[C@@H](Cc1ccccc1)CN(C)N=O)N(CCc1ccccc1)N=O,-10%,0%,-13,-2%,-12%,2,-20%,4,0,-2%
COc1ccccc1-c1cc(C(=O)NCc2cccs2)no1,29%,1%,-6,-4%,-5%,?,-1%,-1,3,-1%
Cc1ccc(S(=O)(=O)N(CCC(=O)O)Cc2ccc(Cl)cc2)cc1,-12%,0%,-9,0%,4%,1,-1%,-4,12,7%
COC(=O)C1CCN(C(c2cc(OC)c(OC)c(OC)c2)c2sc3nc(C)nn3c2O)CC1 (configuration not stated),-10%,6%,20,3%,9%,0,-4%,-1,1,1%
